Screens as filed in PubChem BioAssay.
ATXN2 expr inh: reduces ATXN2 reporter expression in HEK-293 cells | HEK-293 ATXN2-luciferase reporter, luminescence, 24 h | Potency, µM (titrated, usually from 57 µM), without a hit: at the top dose activity change, negative = inhibition, actives largely listed as inhibitors | 0.72% of 360,000 active; note: potency is the fitted concentration of half-maximal effect; % is set by controls: 0 for no effect and ±100 for the full control effect; nearly all actives have a fitted effect of over 55% in size
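ATXN2-luciferase reporter cells (luciferase flanked by upstream and downstream ATXN2 gene portions) were treated 24 h at 37 °C with compounds at up to 57 uM. SteadyGlo luminescence gave expression; GF-AFC fluorescence gave viability.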
SW480 rerep: inducers of DNA re-replication in SW480 colon cancer cells; SW480 DNA re-replication, Hoechst DNA content imaging, 48 h; Potency, µM (top dose mostly 46.1 µM), inactives show top-dose re-replication activation, actives largely listed as activators; 1.8% of 340,000 active; note: potency is the fitted concentration of half-maximal effect; % of control where 0% means no effect; nearly all actives have a fitted effect of over 55% in size
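Image-based read-out: total Hoechst fluorescence of nuclei (405 nm excitation, 500-530 nm emission), with hits raising the fraction of high-intensity nuclei. SW480 colon cells incubated 48 hr with compounds at 37 C.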
HepG2 viability: counter-screen for TGF-b inhibitors: cytotoxicity in HepG2 cells | HepG2 CAGA-GFP viability, ATP luminescence, 18 h | Potency, µM (highest dose often 46.1 µM), for inactives: at the highest dose activity change, negative = cytotoxicity, hits mostly cytotoxic | 0.76% of 410,000 active | AID 588856; note: potency is the fitted concentration of half-maximal effect; some results filed as inactive show a strong effect at the top dose
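CellTiter-Glo luminescence gave cytotoxicity after 18 hours at 37 degrees C. The cells were HepG2 CAGA-GFP in 1% FBS DMEM, stimulated with 500 pg/mL TGF-beta after compound addition. %Activity was normalised to no-cell wells (complete cell-killing) and DMSO (no toxicity), and curves were fitted and classified.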
IL-1B inflam inh: inflammasome signaling inhibition, IL-1 beta readout; THP-1 LPS/ATP IL-1B secretion, AlphaLISA, 16 h; active compounds read low; activity change, % at 57.5 µM; 4.7% of 360,000 active; in the data active = activity change below about -50%; inconclusive = mostly about -30% to -49%; note: % is set by controls: 0 for no effect and ±100 for the full control effect
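THP-1 cells pretreated 1 hr with compounds (up to 57.5 uM final), then stimulated with LPS (250 ng/mL final) plus ATP (1.25 mM final); secreted IL-1B measured by AlphaLISA after 16 hr, decreased signal indicating inhibition.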
S2 tox: cell viability loss in ATXN counter-screen; 0.49% of 400,000 active; S2 cells (HEK-293 line with an ATXN2-luciferase reporter) viability, CellTiter-Fluor protease fluorescence, 24 h; Potency, µM (highest dose often 56.7 µM), usual class: cytotoxic; note: potency is the fitted concentration of half-maximal effect; nearly all actives have a fitted effect of over 40% in size
MCF10A rerep: DNA re-replication induction in MCF 10a cells; Potency, µM (top dose mostly 46.1 µM), without a hit: at the highest dose activity, positive = re-replication, most hits filed as activators; 2.9% of 350,000 active; MCF 10A DNA re-replication, Hoechst nuclear intensity, 48 h; note: potency is the fitted concentration of half-maximal effect; % of control where 0% means no effect; nearly all actives have a fitted effect of over 50% in size
HT1080 IDH1KD tx: HT-1080 IDH1 knockdown cell toxicity (counter line) | HT-1080 IDH1 knockdown viability, ATP luminescence, 48 h | AID 686971 | Potency, µM (doses to about 46.1 µM), for inactives: at the highest dose activity, negative = toxicity, usual class: cytotoxic | 2% of 360,000 active;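 note: potency is the fitted concentration of half-maximal effect; 0% = DMSO wells and -100% = cell-free medium wells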
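Viability of IDH1-knockdown HT-1080 fibrosarcoma cells was assessed by CellTiter-Glo after 48 h at 37 °C with titrated compound; concentration-effect curves were classified by fit quality and response size.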
HT1080NT lethal: kills 2HG-producing HT-1080-NT fibrosarcoma cells. 1.6% of 360,000 active. AID 686970. Potency, µM (series often up to 46.1 µM), inactives show at the top dose activity, negative = less viability, most hits filed as cytotoxic. HT-1080-NT fibrosarcoma viability, CellTiter-Glo ATP luminescence, 48 h;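 note: NT is the 2HG producing partner of a matched IDH1 knockdown line; potency is the fitted concentration of half-maximal effect; 0% = DMSO-treated cells and -100% = media-only wells without cells; nearly all actives have a fitted effect of over 55% in size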
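Viability by CellTiter-Glo luminescence after 48 h compound exposure at 37C of HT-1080-NT cells (750/well, RPMI, 5% FBS). % activity scaled between DMSO wells and medium-only wells, then curve-fitted and categorized by curve class.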
KB-3-1 cytotox: KB-3-1 parental cell cytotoxicity. KB-3-1 viability, CellTiter-Glo ATP luminescence, 72 h. Potency, µM (highest dose often 46.1 µM), without a hit: at the highest dose activity change, negative = cytotoxic, hits mostly cytotoxic. 1.4% of 400,000 active; note: potency is the fitted concentration of half-maximal effect; % is set by controls: 0 for no effect and ±100 for the full control effect; nearly all actives have a fitted effect of over 60% in size
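Cells are dispensed, compounds pinned in, plates held at 37 °C for 72 h, then CellTiter-Glo is added and luminescence read after 10 minutes. Cell line: parental KB-3-1 in phenol-red-free DMEM, 10% FBS.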
Numbers without * were called inactive; i = inactive; u = inconclusive; x = not tested or not shown; [ ] = another dose, or the depositor's remark. Unless noted, calls come from the whole dose curve; as a rule, active = well fitted curve in the direction sought with a large enough effect; inconclusive = small, poorly fitted or top-dose-only effect, or another doubt; inactive = no such curve, though single readings can be large; an effect the other way counts as inactive or inconclusive. Hits appear at their usual frequency; overall some 8.9% were active at least once.

SMILES	ATXN2 expr inh	SW480 rerep	HepG2 viability	IL-1B inflam inh	S2 tox	MCF10A rerep	HT1080 IDH1KD tx	HT1080NT lethal	KB-3-1 cytotox
CN(C)c1ccc(C(=O)NCCCSc2ccccc2)cc1	3%	-1%	1%	-18	i	5%	6%	2%	1%
CCN(CC)CCn1c(=S)[nH]c2cc(C(=O)NCc3ccccc3)ccc2c1=O	x	x	-6%	-22	i	x	3%	1%	2%
COc1cccc(-c2noc(-c3cccs3)n2)c1	88%[activator]	4%	-29%	22	i	6%	-4%	-4%	-3%
CCc1ccc2nc(Nc3ncc(C(C)=O)c(C)n3)nc(C)c2c1	x	-5%	-18%	-8	i	15%	-8%	-2%	2%
O=C1c2cccnc2C(=O)N1Cc1ccc(S(=O)(=O)N2CCN(c3ccccc3)CC2)cc1	0%	-2%	-3%	-18	i	2%	-2%	11%	2%
COc1cccc(/C=C(/CC(=O)Nc2ccc(N3CCOCC3)cc2)c2nc3ccccc3s2)c1	50%[activator]	15%	-11%	-15	i	16%	-4%	-1%	6%
O=C(CCC1CCCCC1)Nc1nccs1	x	u	-28%	-5	i	-4%	-4%	0%	-1%
COc1ccc(NC(=O)N(C)C[C@H]2Oc3ccc(NC(=O)CCN4CCOCC4)cc3C(=O)N([C@H](C)CO)C[C@@H]2C)cc1	0%	-1%	4%	31	i	5%	10%	7%	24%
CCN1CCN(CCCN(Cc2ccco2)C(=S)Nc2ccc(Cl)c(C)c2)CC1	-22%	0%	11µM*	-13	i	15%	-17%	-23%	1%
O=C(O)CCN=C1CCCc2ccccc2N1	3%	0%	8%	5	i	6%	5%	0%	-1%
CC1OC(COCc2ccccc2)Cc2[nH][nH]c(=O)c21 (stereo not given)	7%	x	x	0	i	x	2%	-2%	u
O=C1c2cccc3cccc(c23)C(=O)N1c1ccncc1	-20%	-9%	-6%	-6	i	-2%	6%	12%	0%
COc1ccc(NC(=O)CSc2nnnn2C)c([N+](=O)[O-])c1	-6%	-4%	3%	-2	u	3%	29%	-2%	0%
O=c1c2cccc3c2c(nn1CN1CCOCC1)-c1ccccc1-3	-16%	-1%	-9%	-14	i	u	u	-24%	4.1µM*
COc1ccc(CCNCc2ccc(OCc3ccc(Cl)nc3)c(OC)c2)cc1OC	-7%	22%	-41%	0	u	13%	u	u	-7%
Cc1nc2cc(NC(=O)N3CCCCC3)ccc2n1C	10%	0%	2%	9	i	1%	23%	5%	11%
COc1ccc(NC(=O)N2CCN(C(=O)c3ccco3)CC2)c(OC)c1	-5%	1%	7%	5	i	-3%	2%	-1%	x
CC(C)(C)NC(=O)COC(=O)c1snc(C(=O)NC2CCCCC2)c1N	-8%	-2%	-19%	u	i	5%	-16%	u	-27%
Cc1ccc(NC(=S)N2CCN(Cc3ccccc3)CC2)c(C)c1	3%	x	-8%	-5	i	7%	-4%	-1%	-4%
CC1(C)CC(NS(=O)(=O)c2ccccc2)CC(C)(C)N1	0%	-8%	0%	-9	i	-4%	13%	7%	13%
O=C(O)CC(NS(=O)(=O)Cc1ccccc1)c1cccc([N+](=O)[O-])c1 (stereo not given)	1%	-2%	9%	6	i	-4%	15%	7%	0%
CCOc1ccc(C(=O)c2cn(CC(=O)Nc3ccc(Cl)cc3)c3cc4c(cc3c2=O)OCO4)cc1	-28%	x	-3%	x	i	x	x	x	u
NC(=O)c1nn(-c2ccccc2)nc1NC(=O)CN1CCOCC1	-6%	-8%	-14%	-2	i	0%	3%	4%	19%
O=C(Cc1ccc(-c2ccccc2)cc1)NCc1cccnc1	-24%	23µM*	-11%	12	i	12µM*	8.2µM*	u	15µM*
OCCC1CN(Cc2nc3ccccc3[nH]2)CCN1C1CCCC1 (stereo not given)	5%	-16%[1.84 µM]	-9%	1	u	-27%	20%	10%	1%
CCCn1c(N)c(C(=O)CSc2nnc3n2CCCCC3)c(=O)n(C)c1=O	11%	-1%	-5%	15	u	-7%	6%	8%	4%
C=CC[C@H](CC(=O)N(CCO)Cc1ccccc1)C(=O)N[C@H](COC(=O)[C@H](CC=C)CC(=O)OC(C)(C)C)Cc1c[nH]c2ccccc12	u	u	4%	-60*	22µM*	42%	u	u	0%
CCC(c1nnnn1C1CCCC1)N1CCN(c2ccccc2)CC1 (stereo not given)	-3%	-7%	2%	-3	i	-1%	-1%[9.24 µM]	6%	-3%
O=Cc1ccccc1-n1cncn1	2%	-2%	-2%	36	i	-1%	4%	3%	5%
COCCNC(=O)CCn1c(=O)c2cc(OC)c(OC)cc2n(CC(=O)Nc2ccccc2C)c1=O	5%	x	-6%	x	i	x	x	x	16%

One compound at a time, from the list above.
NC(=O)c1nn(-c2ccccc2)nc1NC(=O)CN1CCOCC1 is entered as ATXN2 expr inh: -6%; SW480 rerep: -8%; HepG2 viability: -14%; IL-1B inflam inh: -2; S2 tox: i; MCF10A rerep: 0%; HT1080 IDH1KD tx: 3%; HT1080NT lethal: 4%; KB-3-1 cytotox: 19%
COCCNC(=O)CCn1c(=O)c2cc(OC)c(OC)cc2n(CC(=O)Nc2ccccc2C)c1=O is entered as ATXN2 expr inh: 5%; SW480 rerep: x; HepG2 viability: -6%; IL-1B inflam inh: x; S2 tox: i; MCF10A rerep: x; HT1080 IDH1KD tx: x; HT1080NT lethal: x; KB-3-1 cytotox: 16%

(more compounds)
SMILES	ATXN2 expr inh	SW480 rerep	HepG2 viability	IL-1B inflam inh	S2 tox	MCF10A rerep	HT1080 IDH1KD tx	HT1080NT lethal	KB-3-1 cytotox
O=c1cc(CN2CCN(CCO)CC2)c2cc3c(cc2o1)CCC3	-4%	-4%	-16%	0	i	1%	14%	1%	0%
CCN1CCN(C(=O)Nc2ccccc2OC)CC1	-1%	3%	-12%	1	i	-2%	16%	11%	7%
COC1CC(C)NC(=S)N1 (stereo not given)	4%	-10%	-8%	13	i	2%	7%	23%	3%
O=C(O)c1ccc(N2CCN(c3ccc(Cl)cc3)CC2)c([N+](=O)[O-])c1	7%	-12%	-32%	-4	i	5%	-12%	-8%	-5%
Cc1cccc(N2C(=O)N3[C@H](c4ccc(F)cc4)[C@@H]4C(=O)N(C5CCCCC5)C(=O)[C@@H]4[C@]3(Cc3ccc(Cl)cc3)C2=O)c1	4%	-12%	13%	-8	i	0%	4%	1%	-12%
COC(=O)C(=O)/C=C(\O)c1c(C)cc(C)cc1C	-5%	-1%	-20%	2	i	3%	7%	0%	-4%
CCOC(=O)C1=C(C)n2c(s/c(=C3\C(=O)Nc4ccccc43)c2=O)=NC1c1ccc(OC)cc1 (stereo not given)	-6%	4%	-30%	30	i	14%	14%	12%	4%
COc1ccc(OC)c(C(=O)c2coc3ccc(O)c(CN(C)C)c23)c1	x	-1%	-7%	-1	u	-8%	0%	-2%	4%
CC1CCN(S(=O)(=O)c2ccc3[nH]cc(C(=O)NCCN4CCOCC4)c(=O)c3c2)CC1	2%	0%[9.22 µM]	-9%	3	i	0%	-8%	-15%	-3%
COc1ccc(OCCSc2nnnn2C2CCCCC2)cc1	80%[activator]	2%	5%	3	i	7%	2%	6%	1%
C=CCOC(=O)C1=C[C@@H](c2ccc(C(F)(F)F)cc2)C[C@@H](OCCCCO)O1	-21%	6%	-6%	-19	u	0%	2%	0%	0%
COc1ccc(NC(=O)Cn2c(=O)sc3ccccc32)cc1	-4%	11%	-10%	5	i	25%	0%	-3%	-10%
Cc1ccc(S(=O)(=O)N2CCOCC2)cc1NC(=O)COC(=O)/C=C/c1ccco1	x	5%	-34%	0	x	-9%	-5%	-2%	u
CCCC(=O)Nc1cccc2c1CCCC2	-3%	3%	-11%	-4	i	13%	-2%	-2%	0%
CN(C)S(=O)(=O)c1cccc(NC(=O)C2Cc3ccccc3CN2C(=O)c2ccccc2)c1 (stereo not given)	10%	1%	-28%	10	i	-3%	9%	8%	8%
OC[C@H]1O[C@@H](c2nc(-c3ccc(C4OCCO4)cc3)no2)[C@H](O)[C@@H]1O	29%	x	-11%	12	i	x	4%	26%	0%
CCN(CC)c1ccc(/C=N/NC(=O)CNC(=O)/C=C/c2ccco2)cc1	20%	23%	-6%	25	i	17%	u	-22%	-3%
Cc1nn(C)c(C)c1S(=O)(=O)N(CC(=O)NC1CCCCCC1)c1ccc(C(C)C)cc1	-11%	-2%	-3%	8	i	12µM*	1%	-15%	-14%
Cc1ccc(NC(=O)NCCN2C(=O)C3C4C=CC(C4)C3C2=O)cc1 (stereo not given)	18%	-7%	-1%	-19	i	1%	5%	9%	-1%
COc1cc(OC)cc(-c2oc(=O)c3cc(OC)c(OC)cc3c2C(F)(F)F)c1	10%	-4%	9%	23	i	-25%	14%	-1%	14%
COc1ccccc1-c1nnc(SCC(=O)NC2CCS(=O)(=O)C2)n1CCc1ccccc1 (stereo not given)	x	-40%[inhibitor]	-1%	11	i	-1%	-5%	-2%	0%
COc1cc(C=O)ccc1OC(=O)N1CCOCC1	19%	-13%	-3%	7	i	-6%	15%	22%	5%
Cc1nc2c(c(=O)c3ccccc3n2C)c(=O)n1-c1ccc(F)cc1	x	u	-28%	0	i	-1%	2%	0%	4%
CCOC(=O)C1=C(C)NC(=O)NC1c1c(OC)ccc2ccccc12 (stereo not given)	-7%	1%	9%	51	i	-10%	1%	1%	2%
CC1CC(C)CN(S(=O)(=O)c2ccc(C(C)(C)C)cc2)C1 (stereo not given)	0%[11.3 µM]	1%	-8%	-20	i	24%	14%	3%	0%
O=C(O)c1csc(Cc2ccccc2)n1	-1%	-13%	-3%	-4	i	16%	18%	5%	6%
COc1cccc(C2=NOC(C(=O)Nc3cc(C)on3)C2)c1OC (stereo not given)	10%	-3%	-1%	13	i	0%	4%	0%	5%
C=CCOC(=O)C1=C(C)N=C2SCCC(=O)N2C1c1cccs1 (stereo not given)	-2%	-10%	0%	7	i	1%	10%[9.24 µM]	4%	0%

Marked active in SW480 rerep (from the list above):
Compound	SW480 rerep	IL-1B inflam inh
O=C(Cc1ccc(-c2ccccc2)cc1)NCc1cccnc1	23µM*	12
